Ub-GFP proteasome: ubiquitin-GFP accumulation via proteasome inhibition | Potency, µM (highest dose often 45.9 µM), without a hit: at the top dose activation (GFP accumulation), usual class: activators | 67,000 tested, under 10 active | Ubiquitin-GFP reporter cells, proteasome inhibition, GFP fluorescence; response scale: untreated = 0%, 10 µM MG-132 = 100%; active = well fitted activation curve with a large enough effect, not every such curve was filed as active; inconclusive = small, poorly fitted or top-dose-only effect, or another doubt; inactive = no such curve, though single readings can be large or run the other way; also: potency is read from the fitted curve at half-maximal effect
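GFP accumulation read-out: laser plate cytometry counting ubiquitin(G76V)-GFP-expressing U2OS cells after 4 hr compound exposure at 37 °C. Titrations spanned 46 uM to 2.9 nM; 0% = basal, 100% = 10 uM MG-132; concentration-response curves fitted.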
CRE-bla Fsk: modulators of forskolin-stimulated CRE signaling in CHO cells. CHO CRE-bla reporter (cAMP response element driving beta-lactamase), forskolin EC10, beta-lactamase ratio. Potency, µM (doses to about 38.2 µM), without a hit: at the highest dose activity change, negative = inhibition, hits mostly activators. actives 2.5% (n = 71,000). AID 662; active = well fitted activation curve with a large enough effect in the signal ratio, with a control signal flat, not every such curve was filed as active; inconclusive = small, poorly fitted or top-dose-only effect, or effect the other way, or a change in a side signal; the % refers to the signal ratio; also: potency is read from the fitted curve at half-maximal effect; % of control where 0% means no effect
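Forskolin analogue NKH 477 at EC10 stimulated CRE-driven beta-lactamase in CHO cells alongside compound dilution series. Beta-lactamase was measured with CCF4, excitation 405 nm, emission ratio 460/530 nm.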
Hsp90 Hop PPI: changes Hsp90-Hop TPR2A binding signal, up or down. AlphaScreen TPR2A-His6 binding biotin-Hsp90 C-terminal peptide. Potency, µM (highest dose often 57 µM), without a hit: at the top dose activity change, negative = inhibition. actives 0.44% (n = 71,000); active = well fitted curve in either direction with a large enough effect; inconclusive = small, poorly fitted or top-dose-only effect, or another doubt; also: potency is read from the fitted curve at half-maximal effect; % is scaled to controls: 0 for no effect and ±100 for the full control effect; many of its hits are not listed in these tables
Fluorescein autfl: compound autofluorescence in fluorescein spectral region; actives 0.91% (n = 59,000); Compound autofluorescence, 480/540 nm, fluorescein-equivalent; hits give high values; max fluorescein-equivalent concentration, M; in the data active = max fluorescein-equivalent concentration above about 10 nM; inconclusive = between about 1.1 nM and that limit
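Normalized response (dye-equivalent concentration) derives from comparing each well's 540 nm emission, under 480 nm excitation, with plate-resident fluorescein standards. Compounds were held in 100 mM Tris, pH 8.0, for 15 min at room temperature.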
Luciferase inh: firefly luciferase inhibition; purified firefly luciferase, luminescence, 8 min; AID 411; actives 2.2% (n = 72,000); Potency, µM (series often up to 57.1 µM), without a hit: top-dose activity change, negative = inhibition, hits mostly inhibitors; also: potency is read from the fitted curve at half-maximal effect; % is scaled to controls: 0 for no effect and ±100 for the full control effect; nearly all actives have a fitted effect of over 40% in size
Target sequence (P08659 whole entry, looked up): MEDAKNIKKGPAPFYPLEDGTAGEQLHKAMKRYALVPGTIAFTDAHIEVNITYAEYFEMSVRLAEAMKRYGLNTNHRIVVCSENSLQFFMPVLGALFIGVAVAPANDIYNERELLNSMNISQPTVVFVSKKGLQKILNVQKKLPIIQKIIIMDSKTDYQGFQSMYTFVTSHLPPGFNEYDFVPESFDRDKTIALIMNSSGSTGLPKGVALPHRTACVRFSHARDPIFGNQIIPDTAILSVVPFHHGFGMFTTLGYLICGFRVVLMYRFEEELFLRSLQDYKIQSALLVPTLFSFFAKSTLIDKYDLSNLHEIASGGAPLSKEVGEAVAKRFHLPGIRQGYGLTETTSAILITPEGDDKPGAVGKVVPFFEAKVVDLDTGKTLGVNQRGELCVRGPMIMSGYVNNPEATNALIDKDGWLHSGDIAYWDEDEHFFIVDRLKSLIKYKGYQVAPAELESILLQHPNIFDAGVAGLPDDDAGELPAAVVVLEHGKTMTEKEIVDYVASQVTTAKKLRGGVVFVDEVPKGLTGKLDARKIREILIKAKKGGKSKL
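Titration-based qHTS; buffer 50 mM imidazole pH 7.2, 50 mM KCl, 7 mM MgCl2, 10 uM ATP, 0.01% Tween 20, 0.05% BSA; luciferase/luciferin detector mix added after compound; 8 min, ambient; luminescence.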
HBB splice mod: hemoglobin beta splicing modulation. Potency, µM (titrated, usually from 46.1 µM), for inactives: at the top dose activation, usual class: activators. HBB splicing reporter cell assay, activation; EGFP reporter with mutant IVS2-654 intron; response scale: normalised to 500 nM splice-correcting PNA. actives 0.06% (n = 65,000); also: potency is read from the fitted curve at half-maximal effect; 0% is about no effect
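HeLa cells stably expressing EGFP interrupted by mutant beta-globin intron 2 (IVS2-654), 500/well in 2% FCS. Treated with compound for 2 days at 37C. Splicing correction scored as total well GFP intensity (488 nm excitation, 500-520 nm emission); 500 nM antisense PNA served as control.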
A350 autofl: compound fluoresces in the Alexa 350 spectral region | actives 11% (n = 59,000) | max dye-equivalent concentration, M | Compound autofluorescence, 340/450 nm, Alexa 350 dye-equivalents; hits give high values; in the data active = max dye-equivalent concentration above about 10 nM; inconclusive = mostly about 1.1 nM to 9.6 nM
Epigenetic mod: derepresses silenced GFP locus in mouse C127i cells. Potency, µM (top dose mostly 46.1 µM), for the others: at the top dose GFP derepression (activation). AID 597. actives 0.09% (n = 68,000). mouse C127i GFP locus derepression, cytometry, 30 h; also: % of control where 0% means no effect
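Derepression screen: silenced CMV-GFP reporter in murine C127i cells, 30 h compound incubation at 37 C, washed cells imaged by laser-scanning cytometer to enumerate GFP-expressing objects of 20 to 120 um.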
ERK AVP inh: inhibitors of vasopressin-stimulated ERK signaling pathway. actives 0.99% (n = 72,000). HEK293-V1b, vasopressin-stimulated pERK AlphaScreen. Potency, µM (top dose mostly 57.5 µM), without a hit: at the top dose activity, negative = inhibition, usual class: inhibitors; also: potency is read from the fitted curve at half-maximal effect; % is scaled to controls: 0 for no effect and ±100 for the full control effect; nearly all actives have a fitted effect of over 55% in size
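HEK293 cells stably expressing V1b receptor, preincubated 30 min at 37 °C with compound, then stimulated 5 min with 25 nM vasopressin. Phospho-ERK by AlphaScreen SureFire after 5 h RT; normalized to DMSO and vasopressin; AC50 by Hill fit.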
TexasRed autofl: compound fluoresces in the Texas Red spectral region; actives 0.06% (n = 59,000); max dye-equivalent concentration, M; Compound fluorescence, Texas Red channel, 547/618 nm; hits give high values; in the data active = max dye-equivalent concentration above about 10 nM; inconclusive = between about 1.1 nM and that limit
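Fluorescence at ex 547/em 618 nm, normalized against an on-plate Texas Red standard series to give dye-equivalent concentration per compound concentration. Buffer 100 mM Tris, pH 8.0; 15 min RT incubation before CCD imaging.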
4-MU autofl: compounds fluorescent in 4-MU spectral region; max dye-equivalent concentration, M; compound autofluorescence, 340/450 nm, 4-MU equivalents; hits give high values; actives 11% (n = 59,000); in the data active = max dye-equivalent concentration above about 10 nM; inconclusive = mostly about 1.1 nM to 9.6 nM
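Intrinsic fluorescence at 340/450 nm (ex/em) was read after 15 min at room temperature in pH 8.0, 100 mM Tris. Each compound concentration expressed as 4-MU-equivalent concentration from a six-point 4-MU standard series on each plate.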
Active calls of the source: *; i = inactive; u = inconclusive; x = not tested or not shown; & = joins results of further samples; [ ] = remark or other dose. Unless noted, calls follow the shape of the dose curve; as a rule, active = well fitted curve in the direction sought with a large enough effect; inconclusive = small, poorly fitted or top-dose-only effect, or another doubt; inactive = no such curve, though single readings can be large; an effect the other way counts as inactive or inconclusive. Not all compounds are listed; the hit share may differ from the screen's.

SMILES | Ub-GFP proteasome | CRE-bla Fsk | Hsp90 Hop PPI | Fluorescein autfl | Luciferase inh | HBB splice mod | A350 autofl | Epigenetic mod | ERK AVP inh | TexasRed autofl | 4-MU autofl
COc1ccc(Oc2ncc3nc(-c4cccc(C#N)c4)c(=O)n(Cc4cccc(OC)c4)c3n2)cc1 | -4.0% | 9.6% | -7.0% | u | 0.2%[11.4 µM] | -1.5% | i | 5.4%[9.22 µM] | -6.7% | i | i
CC1(C)Oc2ccc(C(=O)NC3CCCC3)cc2N(CC(=O)NC2CCCCC2)C1=O | u | -7.8% | 0.8% | i | 1.7% | -1.7% | i | -2.6% | 14.3% | u | i
Cc1cc(C)cc(N(CC(=O)NCc2ccco2)C(=O)CCC(=O)Nc2ccccn2)c1 | 1.1% | -3.6% | -7.9% | i | 5.1% | x | i | 1.3% | 8.6% | i | i
Cc1cc(O)c(-c2cc(C(=O)Nc3ccc(S(=O)(=O)N4CCOCC4)cc3)[nH]n2)cc1C | 3.3% | u | -4.3% | i | -5.6% | -2.5% | i | 0.0% | 25.1µM* | i | i
COc1ccccc1CC(=O)Nc1ccc(-c2nnc(-c3ccco3)o2)cc1 | -5.0% | 11.1% | -0.8% | x | -3.7% | -0.4% | x | -1.8% | u | x | x
Cc1sc2nc(-c3ccco3)oc(=O)c2c1C | -6.5% | u | 3.1% | u | -2.2% | -0.8% | 1.77e-07M* | 0.0% | 7.3% | i | 1.43e-07M*
O=C(c1cc2nc(-c3ccccc3)cc(C(F)(F)F)n2n1)N1CCOCC1 | -2.8% | 27.1% | -1.0% | i | -1.9% | -3.1% | 1.38e-08M* | 1.6% | u | i | 1.57e-08M*
COC(=O)c1ccc(NC(=O)CN(C2CCCCC2)S(C)(=O)=O)cc1 | 0.0% | 25.0% | -6.1% | u | 0.7% | -1.9% | i | 0.0% | u | i | i
Cc1nc(SCCO)c2oc3ccccc3c2n1 | x | 12.6µM* | -1.9% | u | -0.2% | 2.0%[0.369 µM] | 1.16e-08M* | 2.1% | u | i | u
Cc1nnc(NC(=O)CSc2nnc(Cc3cccn3C)n2-c2cccc(C)c2C)s1 | -10.2% | -2.9% | -9.8% | x | 1.8% | -0.4% | x | x | x | x | x
CCCCC(=O)Nc1ccc(Cl)cn1 | -0.6% | -2.5% | 0.5% | i | -0.9% | x | i | -0.3% | 8.7% | i | i
O=C(O)CN1C(=O)COc2cc(S(=O)(=O)N3CCCC3)ccc21 | 0.0% | -4.5% | -1.5% | x | 0.5% | -0.7% | x | x | x | x | x
COc1ccc(Cl)cc1NC(=O)C1CSC(c2ccncc2)=N1 (stereo unspecified) | -2.9% | 3.16µM* | -1.4% | x | -1.4% | -0.4% | x | 5.3% | 15.8µM* | x | x
NC1=NC(c2ccc(Br)cc2)n2c(nc3ccccc32)N1 (stereo unspecified) | 2.0% | -8.6% | -3.5% | u | 3.1% | -2.5% | i | -2.5% | -24.5% | u | i
CC(=O)Nc1ccc(NC(=O)Cn2cc3c(n2)CCCC3)cc1 | 13.9% | u | -5.3% | i | 3.3% | 3.3% | i | -1.5% | -12.3% | i | i
COc1cc(NC(=O)CN2CCN(S(=O)(=O)c3ccc(C(C)C)cc3)CC2)cc(OC)c1 | -9.7% | u | -5.4% | i | 0.8% | 3.3% | i | 4.4% | 16.4% | i | i
CCOc1ccccc1-c1nc(-c2ccc(NC(=O)c3ccc(Br)o3)cc2)no1 | -5.7% | u | -1.0% | i | -0.8% | -1.7% | u | 8.6% | -0.1% | i | i
COc1ccccc1CN(Cc1ccco1)S(=O)(=O)c1ccc(-n2cnnn2)c(OC)c1 | -2.8% | u | 1.9% | i | -3.9% | 2.2% | i | -1.3% | 35.7%[activator] | i | i
O=C1C2=C(c3ccccc31)[N+](=O)[C@@H]1CCCC[C@@H]1N2[O-] | -4.9% | -15.7% | 1.6% | i | 0.9% | 0.5% | i | 0.0% | 3.3% | i | i
COc1ccc(CCN2C(=O)CC(Nc3ccc(N4CCOCC4)cc3)C2=O)cc1OC (stereo unspecified) | 1.6% | 3.3% | -16.4% | i | -2.5% | 0.5% | i | -1.7% | u | i | i

The final 2 compounds of the part before are carried over, then new ones follow.
SMILES | Ub-GFP proteasome | CRE-bla Fsk | Hsp90 Hop PPI | Fluorescein autfl | Luciferase inh | HBB splice mod | A350 autofl | Epigenetic mod | ERK AVP inh | TexasRed autofl | 4-MU autofl
O=C1C2=C(c3ccccc31)[N+](=O)[C@@H]1CCCC[C@@H]1N2[O-] | -4.9% | -15.7% | 1.6% | i | 0.9% | 0.5% | i | 0.0% | 3.3% | i | i
COc1ccc(CCN2C(=O)CC(Nc3ccc(N4CCOCC4)cc3)C2=O)cc1OC (stereo unspecified) | 1.6% | 3.3% | -16.4% | i | -2.5% | 0.5% | i | -1.7% | u | i | i
COc1ccccc1NC(=O)Cc1noc(CSc2cc(C)c3ccccc3n2)n1 | 4.0% | 6.4% | 4.9% | i | 4.8% | 0.1%[57.5 µM] | i | 3.0% | -11.3% | i | i
CN1CCc2c(sc3nc(SCC(N)=O)n(-c4ccccc4)c(=O)c23)C1 | 3.9% | u | -2.3% | i | 0.4% | -1.2% | i | 2.9% | -25.8% | i | i
COc1ccc(C)cc1S(=O)(=O)N(CC(=O)O)c1ccc(F)cc1 | -1.3% | 0.7% | -5.4% | u | 1.1% | -1.5% | i | -1.7% | 11.1% | i | i
Cc1ccc2c(c1)c1c(n2C)C(C(N)=O)CCC1 (stereo unspecified) | 6.1% | -1.6% | -5.4% | i | 0.2% | -1.8% | i | 1.8% | -7.8% | i | i
O=C(COC(=O)c1cncc(Br)c1)NCCC1=CCCCC1 | 2.0% | 1.8% | -2.5% | u | -31.1% | -3.2% | u | -1.4% | -0.5% | u | i
Cc1ccc(S(=O)(=O)C(C#N)c2nc3ccccc3nc2OC(C)C)cc1 (stereo unspecified) | 2.8% | 2.4% | -0.7% | i | 3.4% | 0.5%[57.5 µM] | u | 1.6% | 2.7% | i | u
Cc1ccnc(NC(=O)Nc2ccc3c(c2)N(C)C(=O)CS3)c1 | -3.9% | -1.0% | -8.1% | u | -18.3% | u | i | 5.3% | u | i | i
COC(=O)c1ccccc1NC(=O)CSc1nccn1C | -3.2% | 26.3% | 0.3% | i | 2.0% | 0.3% | u | 0.1% | 17.4% | i | i
O=c1c(CCc2ccccc2)nc2cnc(Nc3ccccc3)nc2n1C[C@H]1CCCO1 | -2.0% | u | -4.6% | i | -0.9%[11.4 µM] | 9.3% | i | -2.7%[9.22 µM] | -23.8% | i | i
COc1ccccc1NC(=O)N(Cc1ccccc1)c1ccccn1 | -6.7% | -9.5% | 25.6% | u | 0.6% | -0.3%[57.5 µM] | u | 1.0% | 8.4% | i | i
O=C(CSc1nc2ccccc2n1CC(=O)N1CCCC1)N1CCN(C(=O)c2ccco2)CC1 | -1.0% | -7.6% | -2.2% | u | -0.5% | -0.4%[57.5 µM] | i | 8.0% | 9.1% | i | i
COc1ccc(C(=O)Nc2cccc(C(C)=O)c2)cc1OC | -5.0% | u | 0.1% | x | -15.3% | -1.5%[9.22 µM] | x | -0.3% | -14.2% | x | x
COc1ccc(-c2ccc(CCC(=O)O)n2NC(=O)c2cccs2)cc1 | -0.2% | 0.0% | -2.1% | u | -2.9% | -0.5% | u | 4.0% | 1.0% | i | u
COc1ccc(C(=O)N2CCC3(CCN(Cc4cc(C(F)(F)F)cc(C(F)(F)F)c4)CC3)CC2)cc1 | -11.2% | 3.0% | -3.7% | i | 3.7%[11.4 µM] | -2.6% | i | -2.3%[9.22 µM] | 13.6% | i | i
CCC(C)c1ccc(O)c(NC(=O)c2cccnc2)c1 (stereo unspecified) | 5.8% | 2.8% | -0.2% | i | 5.7% | -1.5% | i | -1.2% | 3.3% | i | i
O=c1cc(-c2ccccc2)oc2c1ccc1ccccc12 | 5.2% | u | -2.4% | i | -1.4%[11.4 µM] | x | 1.85e-08M* | 0.0%[9.22 µM] | 31.6µM* | i | 2.03e-08M*
COC(=O)c1cn(CC(=O)NCc2cccs2)c2ccccc12 | 4.9% | -5.7% | -4.6% | i | -1.1% | -0.7% | i | 0.0% | -9.1% | i | i
C=CCN1CCc2cc(O)c(O)cc2[C@H](c2ccccc2)C1 | 5.2%&2.0% | u | -3.4%&-9.0% | i | 2.5%&-19.1% | 0.3% | i | 1.1%&-1.1% | 0.7%&-13.8% | u | i
CCn1c(=O)c2cc(C(=O)Nc3cc(C)on3)sc2c2ccccc21 | 11.4% | 19.1% | -3.7%[2.3 µM] | x | 0.0% | -0.6% | x | x | -4.6% | x | x
Cc1cc(C)c(S(=O)(=O)N2CCN(CCO)CC2)c(C)c1 | -8.9% | -9.7% | -2.1% | x | 0.2% | -0.7% | x | x | x | x | x

Screening results deposited in PubChem BioAssay by National Center for Advancing Translational Sciences (NCATS).
